# Vif imaging – blocks HIV Vif function; HEK293T cells, Vif self-association by quenched fluorescence, imaging, 24 h; 340,000 tested, 0.35% active; inhibition, % at 7.49 µM; AID 602346; in the data active = inhibition above about 50%, passing the limit was not always enough; also: some results filed as inactive read as strong as hits
# Peg3 prom inh – inhibitors of Peg3 promoter. HeLa PEG-Prom luciferase reporter, luminescence, overnight. inhibition, % at 20 µM. 360,000 tested, 1.7% active. AID 588405;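 active = inhibition of at least 50% at 20 µM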
# Granule exo inh – lytic granule exocytosis inhibition. 360,000 tested, 0.66% active. TALL-104 LAMP-1 surface exposure, flow cytometry; cells stimulated with thapsigargin and PMA. inhibition, % at 10 µM;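 active = inhibition above about 55%, limit read from the data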
# NR2E3 ag-1 – agonists of human nuclear receptor NR2E3; inhibition of corepressor binding, % at 4.78 µM; GST-NR2E3/biotin-RetCOR TR-FRET, 1536-well; 320,000 tested, 0.12% active; AID 2300;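 active = percent inhibition above the cutoff of mean plus 3 SD of all tested compounds, set per screening campaign, cut at about 20% in these data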;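 also: 0% = DMSO wells and 100% = biotin wells as full block of FRET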
# Target sequence (Q9Y5X4 whole entry, looked up): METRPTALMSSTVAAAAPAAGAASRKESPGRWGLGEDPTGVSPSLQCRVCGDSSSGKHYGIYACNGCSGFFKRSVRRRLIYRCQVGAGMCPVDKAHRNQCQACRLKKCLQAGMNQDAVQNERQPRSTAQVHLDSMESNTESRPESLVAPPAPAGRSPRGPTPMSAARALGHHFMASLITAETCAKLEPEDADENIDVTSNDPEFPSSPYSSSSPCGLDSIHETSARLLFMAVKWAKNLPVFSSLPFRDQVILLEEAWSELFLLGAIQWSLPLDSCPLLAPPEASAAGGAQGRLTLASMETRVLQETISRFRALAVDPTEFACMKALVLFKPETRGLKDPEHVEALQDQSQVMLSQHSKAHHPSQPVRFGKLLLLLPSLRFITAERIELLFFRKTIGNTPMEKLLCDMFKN
#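 Material: NR2E3–RetCOR corepressor complex | Quantity: 1.35 nM GST-tagged NR2E3 final | Schedule: 5 h at 4 °C | Replication: Singlicate compound wells | Reagent: RetCOR corepressor, biotinylated, 7 nM | Controls: Biotin wells as high control, 0.6% DMSO wells as low control | Signal: TR-FRET, Eu(K)-anti-GST donor, streptavidin-D2 acceptor, ex 340, em 617/671 nm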
# aDG glyco act – alpha-DG glycosylation activation | Pro5-aDG cells, alpha-DG glycosylation AlphaScreen (IIH6); 0% Pro5, 100% B10-LARGE cell signal | activation, % at 10 µM | 360,000 tested, 0.22% active | AID 624168;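 active = activation of at least 8% versus controls, or a plate z-score of at least 8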;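 also: Pro5 are CHO cells carrying HIG-tagged alpha-DG that lacks glycosylation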
# PDI turbidity – PDI (human) enzyme inhibition; P07237; PDI insulin aggregation turbidity, A650, 90 min; 350,000 tested, 0.052% active; inhibition, % at 10 µM;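 active = mean inhibition across replicates of 30% or more, whatever share of single replicates reach that level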;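 also: absorbance from insulin aggregation driven by PDI reduction with DTT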
# Target sequence (P07237 whole entry, looked up): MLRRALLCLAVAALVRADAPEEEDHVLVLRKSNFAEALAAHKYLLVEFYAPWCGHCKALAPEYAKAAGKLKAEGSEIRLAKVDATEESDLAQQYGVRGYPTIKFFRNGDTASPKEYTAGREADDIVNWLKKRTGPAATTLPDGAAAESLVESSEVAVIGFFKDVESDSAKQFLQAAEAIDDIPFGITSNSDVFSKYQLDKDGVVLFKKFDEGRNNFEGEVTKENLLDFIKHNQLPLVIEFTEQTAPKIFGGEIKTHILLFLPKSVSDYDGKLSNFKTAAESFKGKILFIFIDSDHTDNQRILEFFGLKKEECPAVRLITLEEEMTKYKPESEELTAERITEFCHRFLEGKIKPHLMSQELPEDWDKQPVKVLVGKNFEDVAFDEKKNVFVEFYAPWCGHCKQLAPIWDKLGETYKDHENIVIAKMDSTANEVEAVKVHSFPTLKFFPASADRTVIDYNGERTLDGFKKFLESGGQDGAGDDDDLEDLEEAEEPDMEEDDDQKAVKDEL
# CaV13 ICDI inh – Primary screen for inhibitors of IQ motif and Ca2+-dependent inactivation inhibitor domain binding in CACNA1D, Förster resonance energy transfer in living cells, …; AID 743397; inhibition, % at 12.3 µM; 340,000 tested, 0.098% active; HEK cells, CFP/YFP FRET ICDI-IQ, plate reader, 10 min; percent FRET-ratio fall versus neutral wells;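 active = mean replicate inhibition of at least 30% and at least 1% of replicates passing that level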;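 also: 0% = median of the neutral control wells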
# TRPM1 prom inh – reduces MITF-dependent TRPM1 promoter luciferase signal. SK-MEL-5 TRPM1 promoter luciferase, 24 h. inhibition, % at 12.5 µM. 330,000 tested, 0.83% active. AID 488899;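 active = mean inhibition across replicates of 60% or more, whatever share of single replicates reaches that level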; also: values of inactives mirror those of a sister screen read the other way
# hiPSC survival – hiPSC single-cell survival enhancement; AID 602274; 360,000 tested, 0.044% active; ATPlite luminescence; 100% = ROCK inhibitor wells, 0% = DMSO; survival enhancement, % at 20 µM; in the data active = survival enhancement above about 18%;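 also: cells exposed to compounds for 16 hours before the ATP read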
# HIF-2a block – blocks HIF-2a reporter activity; 786-0 RCC cells HIF-2a reporter, luciferase luminescence, overnight; inhibition, % at 18.8 µM; 360,000 tested, 0.72% active;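 active = inhibition of the luminescence signal of 40% or more relative to plate controls, in a single-dose primary screen at 18.75 µM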
# NR2E3 ag-2 – agonists of human NR2E3 nuclear receptor | CHO-S Gal4-NCOR/VP16-NR2E3 two-hybrid, luciferase | inhibition of corepressor binding, % at 3.98 µM | 360,000 tested, 0.35% active | AID 602229;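 active = inhibition above the mean of all tested compounds plus 3 SD, cut at about 70% in these data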;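 also: 0% = DMSO with NR2E3 transfected cells and 100% = cells lacking NR2E3 construct; higher means lower luciferase signal from less NR2E3 corepressor binding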
# * = called active by the depositor; · = no result given.
structure	hiPSC survival	NR2E3 ag-2	aDG glyco act	Granule exo inh	NR2E3 ag-1	Peg3 prom inh	TRPM1 prom inh	PDI turbidity	Vif imaging	HIF-2a block	CaV13 ICDI inh
Cc1ccc(CN2CCN(/N=C/C(Br)=C\c3ccccc3)CC2)cc1	1.8	-15	-0.1	-1	-1	15	·	3	4	0	-4
CCOC(=O)c1cc(CC)sc1NC(=O)CN1CCN(C(=O)c2ccco2)CC1	-0.4	-28	0.3	2	-3	18	14	-2	-11	9	-4
S=c1[nH]nc(-c2ccncc2)n1/N=C/C=C/c1ccco1	-2.2	-31	-0.1	0	3	2	-1	15	7	31	-4
O=C(COc1ccc2ccc(=O)oc2c1)Nc1ccc2c(c1)OCCO2	-0.9	-5	-0.3	-1	2	-81	-28	-2	2	-93	-5
Cc1ccc(-c2cccc(OC(=O)c3ccccc3F)c2)cc1	6.3	-25	-0.2	0	2	-77	-21	5	3	-128	-5
CCc1ccc(CNC(=O)CCn2ccc3cc(S(=O)(=O)N4CCCC4)ccc32)cc1	-0.1	9	-0.6	15	4	-2	-2	-9	-9	-4	-3
COc1ccc(C(=O)Nc2ccccc2C(=O)NCCN2CCOCC2)cc1	-0.1	-41	0.0	0	3	-4	-8	21	6	-115	-8
COc1ccc(-c2cc(C(F)(F)F)c(C#N)c(SCC(=O)O)n2)cc1	-0.5	-15	-0.2	7	0	27	15	1	-10	16	-7
O=[N+]([O-])c1ccc(CP(=O)(c2ccccc2)c2ccccc2)cc1	0.2	-14	0.0	20	·	13	-3	-9	14	19	-2
Cc1cc(C)n(CCc2nc(-c3cccs3)cs2)n1	-2.0	-20	0.0	-6	-2	-65	-17	-6	1	-113	-1
Cc1ccc(C)c(OCCCC(=O)NC2CCCCC2)c1	0.2	-31	0.5	0	-2	3	9	3	0	3	-2
COc1ccc(NC(=O)N(Cc2cc3cc(OC)c(OC)cc3[nH]c2=O)CC2CCCO2)cc1 (stereo unspecified)	0.4	-3	0.4	2	-2	-36	·	-1	-4	-99	0
CCS(=O)(=O)c1ccc(O)c(NC(=O)COc2ccccc2)c1	1.6	14	-0.3	-1	4	4	5	3	0	-27	-3
COC(=O)c1nnn(-c2cccc(Cl)c2)c1C(=O)OC	0.1	22	0.0	-5	1	-2	0	5	3	12	-5
COC(=O)Cn1c(CN2CCc3ccccc3C2)nc2c1c(=O)n(C)c(=O)n2C	-0.2	-13	0.0	-13	1	-12	·	·	-2	3	-7
CCC1(C(=O)O)NC(c2cccc(OC)c2O)C2C(=O)N(c3ccccc3)C(=O)C21 (stereo unspecified)	1.2	15	0.0	4	3	-2	7	-4	1	7	-7
OC(COc1ccc(C2C=CCC2)cc1)CN1CCCCC1 (stereo unspecified)	-0.4	9	0.4	-1	-4	-25	-1	-9	·	-65	-8
O=C(O)CC1(CC(=O)NCc2ccc(-c3cccs3)cc2)CCCCC1	0.0	3	0.0	2	3	0	-2	18	20	14	-5
COc1ccc(N=C2CCS(=O)(=O)c3sccc32)cc1	-1.5	-38	0.5	-1	-1	-44	-4	2	-10	-83	-6
COc1ccccc1N1CCN(S(=O)(=O)c2ccc3c4c(cccc24)C(=O)N3)CC1	2.8	1	-0.2	-1	6	3	17	11	6	6	-8
O=C(Nc1ccc2c(c1)OCO2)c1ccc(Cl)cc1Cl	-0.5	-131	0.1	0	-1	-198	-60	-4	-2	-165	·
O=C(NC1CCCCC1)c1ccccc1NC(=S)NC(=O)C1CC1	2.4	-32	-0.1	-4	0	5	19	6	3	14	-6
Cn1ncc2c(Nc3ccc(Cl)c(Cl)c3)ncnc21	-0.4	-15	0.2	0	-2	-83	-50	-7	10	-150	-7
CN1CCC(OC(=O)c2ccco2)CC1	-0.1	9	0.1	-1	4	14	3	6	7	16	-10

# One compound at a time, as listed above:
# Record of `COC(=O)c1nnn(-c2cccc(Cl)c2)c1C(=O)OC` → hiPSC survival: 0.1; NR2E3 ag-2: 22; aDG glyco act: 0.0; Granule exo inh: -5; NR2E3 ag-1: 1; Peg3 prom inh: -2; TRPM1 prom inh: 0; PDI turbidity: 5; Vif imaging: 3; HIF-2a block: 12; CaV13 ICDI inh: -5
# Record of `O=C(O)CC1(CC(=O)NCc2ccc(-c3cccs3)cc2)CCCCC1` → hiPSC survival: 0.0; NR2E3 ag-2: 3; aDG glyco act: 0.0; Granule exo inh: 2; NR2E3 ag-1: 3; Peg3 prom inh: 0; TRPM1 prom inh: -2; PDI turbidity: 18; Vif imaging: 20; HIF-2a block: 14; CaV13 ICDI inh: -5

# Other records.
structure	hiPSC survival	NR2E3 ag-2	aDG glyco act	Granule exo inh	NR2E3 ag-1	Peg3 prom inh	TRPM1 prom inh	PDI turbidity	Vif imaging	HIF-2a block	CaV13 ICDI inh
CC1CCCN(CCCN2C(=O)C3C(C(=O)Nc4ccc(Cl)cc4)C4C=CC3(O4)C2C(=O)NC2CCCCC2)C1 (stereo unspecified)	-0.7	-14	-0.1	-6	1	1	-2	-60	0	13	-3
COc1cccc(NS(=O)(=O)NC(=O)c2c[nH]c3ccccc23)c1	-0.2	-23	0.3	-2	2	-11	2	3	0	4	-3
C[C@H](CO)N1C[C@H](C)[C@@H](CN(C)Cc2ccccc2)Oc2c(NS(=O)(=O)c3ccc(F)cc3)cccc2C1=O	-1.8	-39	0.0	7	·	-1	4	-2	6	12	-6
N[C@@H](Cc1ccccc1)C(=O)N1CCOCC1	-3.4	-16	0.0	-1	-1	-2	6	1	-15	0	-10
CN(CC(=O)NCCN1CCOCC1)S(=O)(=O)c1ccc(F)cc1	0.2	-42	0.0	1	1	10	4	13	36	10	-4
CCO/N=C(/C)c1c(O)cc(-c2ccccc2)n(-c2ccccc2)c1=O	0.4	-12	-0.2	0	-1	-11	-5	-1	·	10	-4
Cc1ccccc1N(C(=O)c1snc(C(N)=O)c1N)C(C(=O)NCc1ccccc1)c1ccc(O)cc1 (stereo unspecified)	0.2	1	-0.3	64*	0	49	6	-1	4	21	-2
Clc1ccc(-c2n[nH]c3c2CCC3)cc1Cl	-0.9	-29	0.1	4	1	-185	-7	-65	·	-94	·
Cc1cc(/C=C2\SC(=S)N(C)C2=O)c(C)n1-c1ccc(O)cc1	0.2	-55	-0.6	9	-1	62*	76*	75*	-6	45*	-5
O=C(Nc1ccc(-c2nc3ccccc3o2)cc1)c1ccc(N2CCOCC2)c([N+](=O)[O-])c1	-2.3	-28	0.2	-3	-3	51*	30	-3	-12	-82	-7
CCN(CC(=O)Nc1ccccc1C(F)(F)F)C(=O)/C=C/c1ccc(Cl)c([N+](=O)[O-])c1	0.6	4	0.5	-8	-1	-1	9	3	-7	13	-2
O=C(c1cc(-c2ccccc2)nc2ccccc12)N1CCN(C2CCS(=O)(=O)C2)CC1 (stereo unspecified)	-0.3	7	-0.4	1	1	-24	-4	0	16	-26	-2
CC(C)NC(=O)Nc1ccc2c(c1)C(=O)N([C@H](C)CO)C[C@H](C)[C@@H](CN(C)Cc1ccc(C(F)(F)F)cc1)OCCCC[C@H](C)O2	-0.6	2	-0.1	0	·	-9	·	10	-4	-8	-5
CC(C)CCSc1nnc(Cn2c(=O)sc3ccccc32)n1C	-1.3	9	0.1	-5	-2	0	-4	·	-2	13	-12
O=C(CCC(=O)c1ccc(Oc2ccccc2)cc1)Nc1ccc(C(=O)O)cc1	-0.3	12	0.0	-2	-2	12	1	-6	-1	23	1
CC(=O)Nc1sc(C)c(C)c1CN1CCN(Cc2ccccc2)CC1	-0.7	-2	-0.6	-1	-2	-7	5	-2	1	13	-6
CCN1CCC(CNCc2cn(-c3ccc(OC)cc3)nc2-c2ccccc2Cl)C1 (stereo unspecified)	-3.0	0	4.7	42	4	12	12	4	-2	1	1
COc1ccc(OC)c(CNC(=O)C2CCC(=O)N(CCCN3CCCC3=O)C2)c1 (stereo unspecified)	1.0	3	-0.4	10	·	-14	10	0	-17	-5	-6
COc1ccc(CC(=O)NCc2n[nH]c(=S)n2-c2ccccc2)cc1	0.6	-27	-0.4	-2	2	-26	0	2	4	15	-2
CCOC(=O)CNC(=O)CSc1nnc(-c2cccc(OC)c2)n1CC	-0.8	-28	-0.2	-1	13	5	-3	-2	4	14	0
CC(C)OC(=O)/C(C#N)=C/c1cn(C)c2ccccc12	-0.7	-5	0.0	-14	3	-11	8	-5	-6	-46	-5
CCOC(=O)CN1C(=O)N[C@@H](c2ccccc2)[C@H](C(C)=O)[C@H]1C	-1.9	-18	-0.1	-13	2	-3	1	5	-3	14	-5
Nc1nnn(-c2ccccc2)c1-c1ccccc1	1.1	17	0.1	3	0	-13	0	4	-2	-13	-9
O=C(O)CCC(=O)N1CCCC1	1.2	-6	-0.3	1	6	20	0	7	-3	13	-3
Cc1nn(-c2ccc(N3CCCCC3)nn2)c(C)c1CCC(=O)Nc1cccc(F)c1	0.3	-49	0.0	5	-2	-305	-87	12	-8	-263	-5
CN(C)C(=O)/C(=C\c1ccc(-c2cccc([N+](=O)[O-])c2)o1)NC(=O)c1ccccc1	3.1	18	0.3	-2	-4	26	·	-5	5	20	6
O=C1CCN(C(=O)Nc2ccccc2Cl)N1	1.1	17	0.0	0	-2	12	8	1	6	19	-5
O=C(O)c1ccc2c(c1)C(=O)N(NC(=O)c1ccc(O)cc1)C2=O	-1.6	6	0.0	-7	-5	-2	9	-3	0	11	-5
CC(C)C1C(=O)N(Cc2cn(CCC3OCCO3)nn2)CCS(=O)(=O)N1Cc1ccc(-c2ccccc2C(F)(F)F)cc1 (stereo unspecified)	5.8	-8	-0.4	-3	·	13	·	·	-5	1	-10
CN(CCO)c1ncnc2c1sc1nc(N3CCOCC3)c3c(c12)CCC3	-0.3	8	-0.2	2	2	8	-16	4	9	5	-5
CCCOC(=O)c1ccc(NC(=O)C(=O)NCCN(CC)CC)cc1	-0.8	-2	0.7	-3	2	10	-9	5	-11	-11	-4
Cc1ccc(-c2nnc(/C=C/c3ccccc3)o2)cc1	-0.4	-88	-0.1	-2	1	-233	-38	0	-1	-212	-15
COCCNC(=O)CCC1CCN(Cc2cccc(-c3ccc(C)o3)c2)CC1	-0.2	-30	0.0	8	5	-16	0	0	-9	0	-21
CCOC(=O)c1c(S(=O)(=O)NC2CCN(C(=O)OCC)CC2)c(C)n(C)c1C	-0.5	0	-0.2	1	4	8	2	6	1	-2	-6
O=C(CSc1nc2ccccc2c(=O)[nH]1)Nc1ccccc1C(F)(F)F	1.0	6	4.2	-1	-2	41	5	-2	-24	-2	-3
COC(=O)c1sccc1NC(=O)/C=C/c1c(Cl)cccc1Cl	0.2	-53	-0.4	-5	4	-102	-61	1	·	-173	-3
COc1ccc(-c2cc3nc4n(c(=O)c3s2)CCCCC4)cc1	-0.8	-164	0.3	0	0	-214	-57	10	0	-195	-13
C=CCN1C(c2ccc(OCC)cc2)=CS/C1=C(\C#N)c1nnc2n1CCCCC2	-0.3	-5	0.2	0	2	2	19	9	-14	-21	·
CC[C@@]1(C(=O)OC)N[C@H](CN(C)C(=O)c2ccc(C(C)(C)C)cc2)[C@@H]2C(=O)N(Cc3ccccc3)C(=O)[C@@H]21	7.5	-25	-0.3	4	·	44	8	-5	1	-6	-5
